Tb PYK inh – T. brucei pyruvate kinase inhibition | Q57TT1 | TbPYK enzyme, Kinase-Glo Plus ATP luminescence, 45 min | Potency, µM (doses to about 76.8 µM), for the others: at the highest dose activity, negative = inhibition, actives largely listed as inhibitors | actives 0.12% (n = 410,000); also: potency is read from the fitted curve at half-maximal effect; nearly all actives have a fitted effect of over 50% in size
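ADP (130 uM final) triggers the TbPYK reaction after compound addition; incubation is 45 min at room temperature. Kinase-Glo Plus is then added and luminescence imaged. Normalized data are fitted to concentration-effect curves.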
AmpC no deterg – blocks E. coli AmpC beta-lactamase in detergent-free assay; AmpC nitrocefin hydrolysis, absorbance 480 nm, 0.0001% Triton; Potency, µM (series often up to 57.1 µM), without a hit: at the top dose activity change, negative = inhibition, usual class: inhibitors; actives 0.52% (n = 330,000);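 also: potency is read from the fitted curve at half-maximal effect; plate controls were no compound for no effect and no enzyme for full effect; nearly all actives have a fitted effect of over 20% in size; some results filed as inactive show a strong effect at the top dose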
Target sequence (P00811 whole entry, looked up): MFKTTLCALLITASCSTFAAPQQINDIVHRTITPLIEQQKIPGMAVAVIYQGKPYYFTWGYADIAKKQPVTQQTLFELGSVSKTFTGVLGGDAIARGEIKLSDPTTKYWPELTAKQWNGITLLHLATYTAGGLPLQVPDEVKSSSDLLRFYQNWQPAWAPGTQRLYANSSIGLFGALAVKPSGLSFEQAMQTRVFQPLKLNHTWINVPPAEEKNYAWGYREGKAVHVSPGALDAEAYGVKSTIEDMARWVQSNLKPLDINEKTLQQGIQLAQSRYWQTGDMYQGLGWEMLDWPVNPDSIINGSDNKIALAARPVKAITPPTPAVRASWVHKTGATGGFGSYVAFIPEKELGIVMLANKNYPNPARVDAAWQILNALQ
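20 mM phosphate pH 7.0 + 0.01% (detergent screen) or 0.0001% Triton X-100; 5.3 nM AmpC reagent; cpd preinc 15 min RT; nitrocefin (800 uM stock) to start; A480 q20 s × 4 min; Activity was normalised to no-enzyme and no-compound control wells.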
Sm TGR inh – inhibitors of Schistosoma mansoni thioredoxin glutathione reductase. actives 3% (n = 360,000). Q962Y6. purified TGR, DTNB reduction, TNB absorbance 405 nm. Potency, µM (top dose mostly 114 µM), for inactives: at the top dose activity change, negative = inhibition, most hits filed as inhibitors; also: potency is read from the fitted curve at half-maximal effect; nearly all actives have a fitted effect of over 60% in size
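Kinetic colorimetric format: TGR-catalysed, NADPH-driven DTNB reduction monitored via TNB absorbance. Enzyme dispensed at 20 nM; compound exposure 15 min at room temperature before reaction start.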
HCMV antiviral – blocks human cytomegalovirus replication; HFF cells, HCMV-luciferase reporter, 72 h; hits give low values; AID 1259415; actives 4.5% (n = 410,000); activity change, negative = inhibition, % at 57.5 µM; in the data active = activity change below about -60%; inconclusive = no clear call, values can overlap the other calls; inactive = above about -39%
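Two-dose cell screen: HFF monolayers treated with compounds and infected with luciferase-expressing HCMV at 1 PFU/cell, 72 h at 37C, then lysed for luciferase measurement.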
AMA1 RON2 block – inhibitors of Plasmodium falciparum AMA1-RON2 interaction; Potency, µM (doses to about 58.2 µM), for inactives: top-dose activity change, negative = inhibition, most hits filed as inhibitors; AlphaScreen AMA1-biotinylated RON2 peptide binding; AID 720542; actives 0.2% (n = 360,000);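 also: potency is read from the fitted curve at half-maximal effect; 0% = vehicle wells and -100% = peptide control; nearly all actives have a fitted effect of over 45% in size; some results filed as inactive show a strong effect at the top dose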
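AMA1 (3D7) with his tag at 25 nM final met compounds first, then biotinylated RON2 peptide at 25 nM; detection used donor plus acceptor beads, 10 µg/mL apiece, read by AlphaScreen after 30 min at room temperature.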
AmpC inh detg – blocks E. coli AmpC beta-lactamase in detergent assay | P00811 | AmpC hydrolysis of nitrocefin, absorbance 480 nm, 0.01% Triton | Potency, µM (series often up to 114 µM), inactives show top-dose activity change, negative = inhibition, usual class: inhibitors | actives 0.041% (n = 370,000) | AID 485294;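 also: potency is read from the fitted curve at half-maximal effect; 0% = no-compound wells and -100% = no-enzyme wells; nearly all actives have a fitted effect of over 25% in size; some results filed as inactive show a strong effect at the top dose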
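AmpC (5.3 nM in the dispensed reagent) in 20 mM phosphate pH 7.0 with 0.01% (detergent screen) or 0.0001% Triton X-100 was preincubated with compounds for 15 min at room temperature. Nitrocefin was then added from an 800 uM solution, and hydrolysis was followed at 480 nm.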
LmPK inh – LmPK (Leishmania mexicana) enzyme inhibition; purified LmPK, Kinase-Glo ATP luminescence, 1 h; AID 1721; Potency, µM (doses to about 57.5 µM), for the others: at the highest dose activity change, negative = inhibition, most hits filed as inhibitors; actives 0.37% (n = 290,000); also: potency is read from the fitted curve at half-maximal effect
Target sequence (Q27686 whole entry, looked up): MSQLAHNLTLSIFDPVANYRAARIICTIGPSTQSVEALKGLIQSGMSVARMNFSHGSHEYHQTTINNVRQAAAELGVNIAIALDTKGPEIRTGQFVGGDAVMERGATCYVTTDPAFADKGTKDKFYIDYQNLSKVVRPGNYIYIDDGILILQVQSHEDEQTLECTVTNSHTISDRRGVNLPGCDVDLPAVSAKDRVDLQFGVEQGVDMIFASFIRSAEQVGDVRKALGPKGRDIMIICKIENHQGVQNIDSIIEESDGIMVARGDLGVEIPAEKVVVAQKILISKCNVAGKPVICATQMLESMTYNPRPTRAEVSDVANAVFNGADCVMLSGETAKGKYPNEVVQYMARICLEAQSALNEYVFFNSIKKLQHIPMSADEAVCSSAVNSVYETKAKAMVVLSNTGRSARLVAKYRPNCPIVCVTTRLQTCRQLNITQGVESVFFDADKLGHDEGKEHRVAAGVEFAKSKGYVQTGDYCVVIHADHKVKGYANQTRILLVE
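Purified LmPK (0.1 nM) converted ADP (0.1 mM) to ATP with PEP (0.5 mM) in imidazole buffer pH 7.2 with KCl and MgCl2, 1 h at room temperature. ATP was read by Kinase-Glo luminescence; data normalized to uninhibited and no-enzyme controls.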
* marks the source's active call; other numbers are inactive results; ? = inconclusive; · = not tested or not shown; [ ] = dose if it differs, or a comment. Unless noted, calls follow the shape of the dose curve; as a rule, active = well fitted curve in the direction sought with a large enough effect; inconclusive = small, poorly fitted or top-dose-only effect, or another doubt; inactive = no such curve, though single readings can be large; an effect the other way counts as inactive or inconclusive. Unless noted, % is scaled to controls: 0 for no effect and ±100 for the full control effect.

SMILES	Tb PYK inh	AmpC no deterg	Sm TGR inh	HCMV antiviral	AMA1 RON2 block	AmpC inh detg	LmPK inh
CCOc1ccc(N/C=C/C(=O)c2ccc(C)cc2)c([N+](=O)[O-])c1	-7%	-24%	3%	35	-7%	-3%	0%
COc1ccc(S(=O)(=O)N2CCC(C(=O)NCCC(=O)Nc3ccc(Cl)cc3)CC2)cc1	-8%	79%[activator]	8%	7	5%	9%	-1%
CC(C)C[C@@H]1CN(CCCC[C@H]2CNC(=O)C(=O)N2CCC2CCCCC2)C(=O)C(=O)N1CCc1ccc(O)cc1	4%	·	·	-9	6%	·	·
CC1CC(C)CN(c2nc(N(C)c3ccccc3)nc(N)c2[N+](=O)[O-])C1 (stereo not drawn)	0%	-16%	0%	11	-29%	6%	1%
CCCCCc1cc(=O)oc2c(C(CCN(CC)CC)c3ccc(N(C)C)cc3)c(OC)cc(OC)c12 (stereo not drawn)	-5%	206%[activator]	-7%	-75*	25µM*	8%	5%
Cc1nnc(N2CCN(c3cccc(Cl)c3)CC2)c2c1nnn2Cc1ccc(F)cc1	1%	·	6%	12	·	21%	·
Cc1ccc(OCC(=O)OC2=C(C(=O)c3ccccc3)N(C)S(=O)(=O)c3ccccc32)cc1	0%	·	32µM*	-24	·	31%[activator]	·
O=C(c1ccc(C(F)(F)F)cc1)C1CCCN(C(=O)CCn2cncn2)C1 (stereo not drawn)	6%	22%	-14%	-26	0%	-10%	-4%
CC(=O)Nc1ccc2c(CSc3nnc(N)s3)cc(=O)oc2c1	-18%	-4%	10%	-16	-2%	-1%	17%
O=C(NCc1cccnc1)NC1(C(F)(F)F)Oc2ccc(Cl)cc2O1 (stereo not drawn)	2%	-40%	-23%	·	39%[activator]	?	1%
Cc1ccc(C)c(Nc2cc(C(=O)NC3CCCC3)c3ccccc3n2)c1	-1%	·	-7%	-20	·	0%	·
CC(C)CNC(=S)NNC(=O)c1csc2c1CCCC2	-19%	-28%	3%	18	77%[activator]	-1%	0%
CC(C)(C)NC(=O)NC(=O)CN1C(=O)NC(c2ccccc2)(c2ccccc2)C1=O	1%	-15%	3%	7	0%	?	4%
COc1ccc(C(=O)CN2C(=O)N(c3cc(C)cc(C)c3)S(=O)(=O)c3ccccc32)cc1	4%	·	1%	-6	·	-6%	·
O=C(OCCOc1cccc(Cl)c1)C1CCN(S(=O)(=O)c2ccccc2)CC1	6%	7%	2%	-3	-7%	3%	0%
O=S(=O)(Cc1cc(NCc2ccccc2)nc(-c2ccccn2)n1)c1ccccc1	-1%	-18%	30%	?	55%[activator]	10%	-10%
Cc1oc2nc(SCC(=O)NCCCO)nc(N)c2c1C	2%	-9%	-1%	?	5%	?	-3%
CN(C)/C=N/NC(=O)c1ccc(Cl)cc1	2%	-16%	8%	-11	38%[activator]	6%	1%
CC(C)(C)NC(=O)NC(=O)COC(=O)CCC1CCCC1	-5%	-26%	-2%	?	7%	-6%	2%
COc1cccc(-n2ccnc2SCC(=O)NCc2ccccc2)c1	-3%	-11%	0%	12	-3%	-3%	2%
CCCOc1ccc(C2=CSC3=NCCN23)cc1Cl	-6%	5%	-19%	-23	0%	-8%	6%
CCCCn1c(-c2ccccc2C)nc2cc3[nH]c(=O)c(C(C)C)nc3cc21	-7%	18%	-22%	2	28%	-10%	1%
COCCNC(=O)C1CCCN(S(=O)(=O)c2ccc3c(c2)CC(C)N3C(=O)C2CC2)C1 (stereo not drawn)	1%	24%	-30%	108	10%	-6%	-4%
Cc1ccc(-c2nnn(CC(=O)N3CCCCC3)n2)o1	6%	-7%	6%	-10	0%	1%	-4%
O=C(NNc1ncc(C(F)(F)F)cc1Cl)c1ccc(Cl)c(Cl)c1	0%	-36%	-15%	32	101%[activator]	-6%	2%
CCCCCCc1c(O)c2ccccc2[nH]c1=O	2%	?	-1%	34	2%	-1%	2%
CCN1C(=O)[C@H]2[C@@H](c3ccc(SC4CCCCC4)c(OC)c3)N[C@@](Cc3ccccc3)(C(=O)OC)[C@H]2C1=O	-8%	1%	-12%	5	38%[activator]	-3%	·
Cc1oc2ccc(O)c(CN3CCCCCC3)c2c1C(=O)Nc1cccc(C(F)(F)F)c1	0%	·	-1%	-86*	·	-8%	·
CCN1C(=O)CS/C1=N\S(=O)(=O)c1ccccc1	7%	-27%	11%	-32	-12%	-11%	1%
CCOC(=O)c1cc2cc([N+](=O)[O-])ccc2oc1=O	-4%	-15%	4%	-11	9%	2%	3%
CCOC(=O)C1(C(=O)OCC)COC(=O)C2(CC)OC21 (stereo not drawn)	-5%	·	·	0	6%	·	·
CCOC(=O)c1ccc(OCC2NCCc3cc(OC)c(OC)cc32)cc1 (stereo not drawn)	0%	25%	-25%	13	-7%	3%	0%
CCOC(=O)c1nn(-c2ccc(Br)cc2)cc1C(=O)c1cccc2ccccc12	7%	-9%	-19%	-26	-9%	-4%	1%
Cc1cc(NC(=O)CSc2nc(C)c(C)c(=O)[nH]2)no1	-16%	-17%	-4%	-13	18%	-12%	·
COCC(=O)Oc1c(Sc2ccc(C)cc2)c(C)nn1C(C)(C)C	-9%	·	-29%	-1	·	6%	·
CN(C)S(=O)(=O)n1cnc([C@@H]2[C@H]3C(=O)OC[C@@H]3C[C@@]23N=CN(Cc2ccccc2)C3=O)c1	-9%	-10%	-3%	3	13%	-2%	·
COc1ccc(NC(=O)CSc2nc(-c3ccco3)cc(C(F)(F)F)n2)cc1	1%	·	3%	-5	·	-6%	·
COc1ccc(NC(=O)C(Cc2ccccc2)NS(=O)(=O)c2ccc3c(c2)CCC(=O)N3)c(OC)c1 (stereo not drawn)	-3%	·	3%	-102*	·	-3%	·
O=C(CCS(=O)(=O)Cc1ccccc1)NCC1CCCO1 (stereo not drawn)	1%	1%	-14%	-1	-1%	1%	-9%
Cc1ccc(S(=O)(=O)NC(C)CCc2ccccc2)cc1C(N)=O (stereo not drawn)	-1%	9%	3%	?	1%	10%	-8%
Cc1cccc2sc(N3CCN(C(=O)c4cccs4)CC3)nc12	3%	-5%	-5%	-21	-9%	-1%	·
CC(/C=C/c1ccco1)=N\NC(=O)c1cccc(Cl)c1	4%	-32%	-34%	-11	54%[activator]	-5%	1%
ONC(=Nc1ccccc1)c1ccccc1Cl	0%	-25%	5%	-21	-5%	-7%	-4%
CCn1c(NN=O)nc2ccccc21	-13%	-12%	0%	-103*	-11%	-4%	5%
O=C(CCC(=O)c1cccs1)Nc1nnc(C2CC2)s1	2%	-6%	5%	65	-2%	10%	10%
OCCC1CN(Cc2cn[nH]c2C2CCCCC2)CCN1Cc1ccccc1 (stereo not drawn)	0%	31%	·	-34	12%	-2%	2%
CCSC(=O)N1CCCCCC1	2%	-2%	-4%	-2	24%	4%	·
CCOCCCNC(=S)N1CCC(C(=O)c2ccc3c(c2)OCCO3)CC1	-11%	64%[activator]	·	-23	-12%	2%	1%

Molecules listed so far containing a nitro group on carbon:
SMILES	Tb PYK inh	AmpC no deterg	Sm TGR inh	HCMV antiviral	AMA1 RON2 block	AmpC inh detg	LmPK inh
CCOc1ccc(N/C=C/C(=O)c2ccc(C)cc2)c([N+](=O)[O-])c1	-7%	-24%	3%	35	-7%	-3%	0%
CC1CC(C)CN(c2nc(N(C)c3ccccc3)nc(N)c2[N+](=O)[O-])C1 (stereo not drawn)	0%	-16%	0%	11	-29%	6%	1%
CCOC(=O)c1cc2cc([N+](=O)[O-])ccc2oc1=O	-4%	-15%	4%	-11	9%	2%	3%

The list goes on:
SMILES	Tb PYK inh	AmpC no deterg	Sm TGR inh	HCMV antiviral	AMA1 RON2 block	AmpC inh detg	LmPK inh
CSc1ccc(S(=O)(=O)Nc2ccc(OCC(=O)N3CCOCC3)cc2)cc1	-14%	-27%	29%	-8	21%	-3%	-3%
Cc1ccc(F)cc1-c1nc(NC(C)C)nc2cc(-c3ccccc3)sc12	4%	·	·	7	20%	·	·
CC(=O)Nc1ccc(C)cc1-c1nc2ccccc2n(CC(=O)c2ccc(Cl)cc2)c1=O	-10%	·	20%	9	·	19%	·
COc1ccccc1C(=O)NC(CCSC)C(=O)OCC(=O)N1CCN(S(=O)(=O)c2ccc(C)cc2)CC1 (stereo not drawn)	4%	·	·	-11	-10%	·	·
CCNC(=O)Nc1cc(OC)c(OC)cc1C(=O)O	6%	-1%	-2%	-9	0%	-3%	4%
Clc1ccc(-c2nnc(NC3=NCCCCC3)o2)cc1	-10%	-4%	7%	?	-4%	0%	?
O=C(CCS(=O)(=O)c1cccs1)NC1CCCCCC1	1%	0%	6%	99	2%	-2%	0%
O=C(O)/C(=N/NC(=O)c1ccc(Cl)cc1)c1ccccc1	-15%	-35%	-3%	?	91%[activator]	-4%	1%
Cc1ccc(NC(=O)CS(=O)CC(=O)NCCCc2ccccc2)cc1Cl (stereo not drawn)	-1%	0%	0%	-17	21%	?	2%
CCCC(=O)NC(=S)Nc1ccc(C(C)=O)cc1	0%	-21%	-23%	67	-7%	?	0%
O=c1c2ccccc2ccc2ccccc12	-9%	-28%	2%	-104*	7%	-4%	·
Cc1ccc(/C=N/Nc2ccccn2)s1	3%	-23%	4%	45	-5%	?	1%
S=C(NCCc1ccccc1)Nc1ccc(Br)cn1	5%	-25%[2.29 µM]	?	-102*	11%	-8%	4%
Cc1ccsc1C(=O)Nc1ccc(O)c(-c2nc3ccccc3s2)c1	-1%	-19%	-26%	0	7%	?	-1%
Cc1ccc(NC(=O)c2sc3ncn(CC(=O)N4CCOCC4)c(=O)c3c2C)c(Br)c1	0%	37%	-10%	65	-3%	0%	8%
CCOc1ccccc1OCCCC(=O)Nc1ccc(S(=O)(=O)Nc2cc(C)nc(C)n2)cc1	-2%	·	·	65	-4%	·	·
Cc1noc(C)c1S(=O)(=O)NC(=O)C1(C)CCN1C(=O)c1ccccc1CCc1ccccc1 (stereo not drawn)	-3%	·	·	-7	9%	·	·
N#Cc1ccc(NC(=O)Cn2cnc(S(=O)(=O)N3CCCC3)c2)cc1	0%	-16%	1%	2	26%	-19%	4%
CCc1cccc(NC(=O)C2Cc3ccccc3N2C(=O)c2ccccc2)c1 (stereo not drawn)	3%	·	-3%	-4	·	?	·

Entries above that have a COOH group, in the order listed:
SMILES	Tb PYK inh	AmpC no deterg	Sm TGR inh	HCMV antiviral	AMA1 RON2 block	AmpC inh detg	LmPK inh
CCNC(=O)Nc1cc(OC)c(OC)cc1C(=O)O	6%	-1%	-2%	-9	0%	-3%	4%
O=C(O)/C(=N/NC(=O)c1ccc(Cl)cc1)c1ccccc1	-15%	-35%	-3%	?	91%[activator]	-4%	1%

Compound activity deposited in PubChem by National Center for Advancing Translational Sciences (NCATS).
